HPDE-C7 viability = cytotoxicity in HPDE-C7 cells, cell-based, fluorescence, HTS (AID 430) | one-dose cytotoxicity, % at 10 µM; EC50 in µM for titrated hits | HPDE-C7 pancreatic duct cells viability, fluorescence; higher % means a stronger effect | 63,000 compounds, 1.8% hits;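 further: cells exposed to compound for 48 hours before viability readout; 0% = vehicle and 100% = reference cytotoxic drug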
HPDE-C7K KRASV12 = cytotoxicity in KRAS-transformed pancreatic duct cells, primary screen, cell-based, fluorescence, HTS (AID 431); HPDE-C7K KRASV12 cells, Alamar Blue viability, 48 h; higher % means a stronger effect; one-dose cytotoxicity, % at 10 µM; EC50 in µM for titrated hits; 63,000 compounds, 1.7% hits;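 active means compounds whose percent cytotoxicity in the single-dose primary screen, scaled between solvent and toxic-drug controls, exceeds 50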;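 further: 0% = DMSO solvent wells and 100% = doxorubicin-treated wells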
HT1080 viability = HT1080 cell viability loss – fluorescence readout (AID 620); 87,000 compounds, 0.42% hits; cytotoxicity, % at 10 µM; hits with a dose series show EC50 in µM; HT1080 viability, fluorescence; higher % means a stronger effect;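 further: cells exposed to compound overnight then 4 h with Alamar Blue; 0% = vehicle DMSO and 100% = killing control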
Spn MK inh = S. pneumoniae mevalonate kinase inhibition. purified MK, PK/LDH-coupled NADH absorbance 340 nm. AID 555. 65,000 compounds, 0.48% hits. inhibition, % at 10 µM;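 active means ranked among the strongest by inhibition in the single 10 µM screen, a fixed top-ranked set picked for dose follow-up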; further: no value below 0 was filed
TNAP inhibition = human TNAP enzyme inhibitors, biochemical, luminescent (AID 518); purified TNAP enzyme, luminescent substrate readout; higher % means a stronger effect; 64,000 compounds, 0.09% hits; one-dose inhibition, % at 20 µM; IC50 in µM for titrated hits; in the data active means a potency from the dose series; inactive means the rest, 99 in 100 with inhibition below about 22%;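 further: plate controls were vehicle for no effect and reference inhibitor for full effect; many of its hits are not listed in these tables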
Bfl-1 inhibitors = displacement of Bid BH3 peptide from Bfl-1 – biochemical, fluorescence polarization, FITC-Bid, mouse, primary screen (AID 432). FITC-Bid BH3 peptide fluorescence polarization displacement; higher % means a stronger effect. displacement, % at 20 µM; hits with a dose series show IC50 in µM. 64,000 compounds, 0.02% hits; in the data active means a potency from the dose series; inactive means the rest, 99 in 100 with displacement below about 15%; further: strong numbers were not always called active
DPM-DC inhibit = inhibitors of Streptococcus pneumoniae diphosphomevalonate decarboxylase; calls only at 10 µM; 65,000 compounds, 0.49% hits; purified DPM-DC, PK/LDH coupled NADH fluorescence;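 active means the 320 compounds with the highest percent inhibition in the single-dose primary screen, excluding strongly autofluorescent ones, cut at about 32% in these data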;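 further: kinetic rate of NADH fluorescence loss reporting ADP formed by the decarboxylase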
Spn PMK inh = inhibitors of Streptococcus pneumoniae phosphomevalonate kinase. purified PMK, PK/LDH-coupled NADH absorbance 340 nm. inhibition, % at 10 µM. 65,000 compounds, 0.49% hits;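 active means top-ranked compounds by inhibition in the single 10 µM screen, taking a fixed number of the strongest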;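 further: 0% = full reaction with DMSO carrier and 100% = background rate without enzyme reaction; no value below 0 was filed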
LYP inhibition = inhibition of human PTPN22 tyrosine phosphatase – biochemical, DiFMUP fluorescence, recombinant catalytic domain, 10 µM, primary screen (AID 606); 52,000 tested, under 10 active; recombinant LYP catalytic domain, DiFMUP fluorescence; higher % means a stronger effect; inhibition, % at 10 µM; hits with a dose series show IC50 in µM;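 active means IC50 under 40 µM in the dose-response test; inactive means IC50 of 40 µM or more, or never dose-tested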
Spn PMK inh pilot replicates = also measured in Spn PMK inh; calls as there; inhibition, %; measured here: pilot screen replicates
Spn MK inh pilot replicates = second read-out of Spn MK inh, no call of its own (marks repeat the call); inhibition, %; measured here: pilot screen replicates
DPM-DC inhibit pilot screen % = also measured in DPM-DC inhibit; calls as there; inhibition, %; measured here: pilot screen trials
* hit, by the source's call; i = inactive; . = no result given. Unless noted, no stated cut-off is given here; in the data, active means cytotoxicity above about 50%; inactive means the rest. The list is partial; the hit share may differ from the screen's.

SMILES | HPDE-C7 viability | HPDE-C7K KRASV12 | HT1080 viability | Spn MK inh | Spn MK inh pilot replicates | TNAP inhibition | Bfl-1 inhibitors | DPM-DC inhibit | DPM-DC inhibit pilot screen % | Spn PMK inh | Spn PMK inh pilot replicates | LYP inhibition
COc1cc(C(=O)NCCCCCC(=O)O)cc(OC)c1OC | -9.0% | 7.6% | -7.6% | 3.0 | . | 6.0% | 9.2% | i | . | 14.0 | . | .
CCOC(=O)Nc1ccc2c(c1)N(C(=O)CCN1CCOCC1)c1ccccc1S2 | -7.9% | 0.3% | -0.9% | 10.0 | 1.5 | 13.9% | -7.9% | i | 2.0 | 11.0 | 1.0 | 4.8%
OCC(O)CN1CCN(c2ccccc2)CC1 (stereo not given) | -4.2% | -1.2% | 3.4% | 5.0 | 0.0 | 13.2% | -0.7% | i | 0.0 | 2.0 | 2.0 | 20.9%
CCCN(CCC)C(=O)C(CCC(=O)O)NC(=O)c1ccccc1 (stereo not given) | -9.0% | -9.8% | -13.0% | 7.0 | 0.0 | 8.9% | 3.9% | i | 4.0 | 4.0 | 7.5 | 15.5%
Cc1oncc1C(=O)Nc1ccc(C(F)(F)F)cc1 | -9.7% | -18.0% | . | 2.0 | 0.0 | 11.9% | 8.2% | i | 0.0 | 5.0 | 0.0 | 17.6%

Single records, as listed above. Values in the order: HPDE-C7 viability	HPDE-C7K KRASV12	HT1080 viability	Spn MK inh	Spn MK inh pilot replicates	TNAP inhibition	Bfl-1 inhibitors	DPM-DC inhibit	DPM-DC inhibit pilot screen %	Spn PMK inh	Spn PMK inh pilot replicates	LYP inhibition
OCC(O)CN1CCN(c2ccccc2)CC1 (stereo not given) is listed with -4.2%	-1.2%	3.4%	5.0	0.0	13.2%	-0.7%	i	0.0	2.0	2.0	20.9%
COc1cc(C(=O)NCCCCCC(=O)O)cc(OC)c1OC is listed with -9.0%	7.6%	-7.6%	3.0	.	6.0%	9.2%	i	.	14.0	.	.

Arranged by formula weight (low to high): three of the compounds above.
SMILES | HPDE-C7 viability | HPDE-C7K KRASV12 | HT1080 viability | Spn MK inh | Spn MK inh pilot replicates | TNAP inhibition | Bfl-1 inhibitors | DPM-DC inhibit | DPM-DC inhibit pilot screen % | Spn PMK inh | Spn PMK inh pilot replicates | LYP inhibition
Cc1oncc1C(=O)Nc1ccc(C(F)(F)F)cc1 | -9.7% | -18.0% | . | 2.0 | 0.0 | 11.9% | 8.2% | i | 0.0 | 5.0 | 0.0 | 17.6%
CCCN(CCC)C(=O)C(CCC(=O)O)NC(=O)c1ccccc1 (stereo not given) | -9.0% | -9.8% | -13.0% | 7.0 | 0.0 | 8.9% | 3.9% | i | 4.0 | 4.0 | 7.5 | 15.5%
CCOC(=O)Nc1ccc2c(c1)N(C(=O)CCN1CCOCC1)c1ccccc1S2 | -7.9% | 0.3% | -0.9% | 10.0 | 1.5 | 13.9% | -7.9% | i | 2.0 | 11.0 | 1.0 | 4.8%

Assay outcomes: PubChem BioAssay, several laboratories
